TDP2 absorb = human TDP2 enzyme inhibitors, primary screen, biochemical, epi absorbance, recombinant enzyme. T5PNP hydrolysis, p-nitrophenol absorbance 415 nm. hit rate 0.34% among 370,000. Tyrosyl-DNA phosphodiesterase 2 (Homo sapiens), O95551. inhibition, % at 12.8 µM;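 active = inhibition above the mean of all tested compounds plus 3 SD, set per campaign, cut at about 25% in these data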;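 note: 0% = DMSO with enzyme and 100% = buffer with substrate but no TDP2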
Target sequence (O95551 whole entry, looked up): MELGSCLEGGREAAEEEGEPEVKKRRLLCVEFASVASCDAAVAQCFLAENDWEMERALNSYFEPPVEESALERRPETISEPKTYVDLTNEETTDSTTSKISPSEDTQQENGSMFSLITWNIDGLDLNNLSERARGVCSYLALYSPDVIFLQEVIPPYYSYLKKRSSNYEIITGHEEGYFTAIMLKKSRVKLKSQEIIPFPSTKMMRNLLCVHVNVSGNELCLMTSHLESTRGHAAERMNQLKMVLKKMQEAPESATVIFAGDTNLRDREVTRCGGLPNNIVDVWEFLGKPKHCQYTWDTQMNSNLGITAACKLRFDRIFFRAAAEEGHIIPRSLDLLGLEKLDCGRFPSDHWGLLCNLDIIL
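Material: recombinant human TDP2; quantity: TDP2 enzyme at 120 nM final; medium: Tris-HCl pH 7.5 with MgCl2; compound: single concentration, 12.8 µM nominal, with 1% DMSO; incubation: 2 h enzyme incubation at 37 °C; signal: epi absorbance; measure: percent inhibition; benchmarks: high control without enzyme, low control DMSO plus TDP2; repeats: singlicate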
HTRA1 inh = HTRA1 serine protease inhibitors, primary screen, biochemical, fluorescence polarization, HTS; inhibition, % at 5.96 µM; hit rate 0.5% among 340,000; recombinant HTRA1, FP-rhodamine activity-based probe; AID 504803, 2011; Q92743; in the data active = inhibition above about 36%;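 note: 0% = enzyme with DMSO and 100% = wells lacking enzyme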
LEDGF integ inh = blockers of LEDGF/p75-dependent integrase strand transfer – biochemical, TR-FRET, high throughput, primary screen; TR-FRET IN-LEDGF/p75 DNA integration, Eu/Cy5; inhibition, % at 3.7 µM; hit rate 0.64% among 370,000; AID 743269, 2014;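 active = inhibition above the screen-wide mean plus 3 SD, cut at about 13% in these data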;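 note: signal is the Cy5 over europium emission ratio at 671 and 618 nm; 0% = plate median of compound wells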
UHRF1 binding = UHRF1 methylated DNA binding inhibitors, primary screen, counter-screen for MBD2 inhibitor project, biochemical, TR-FRET, human UHRF1, single concentration | inhibition, % at 4.4 µM | hit rate 0.75% among 370,000 | E3 ubiquitin-protein ligase UHRF1 (Homo sapiens), Q96T88 | UHRF1 binding to methylated oligo | AID 687016, 2013; in the data active = inhibition above about 21%;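 note: UHRF1 SRA domain binding a hemimethylated CpG hairpin DNA probe; 0% = median of test compound wells and 100% = reference inhibitor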
mABHD4 FP = ABHD4 inhibitors, primary screen, biochemical, fluorescence polarization, mouse; purified mABHD4, FP-Rh probe fluorescence polarization; inhibition, % at 8.92 µM; AID 720543, 2013; hit rate 0.54% among 370,000;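 active = inhibition exceeding the mean over every tested compound plus 3 SD, cut at about 30% in these data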;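 note: 0% = plate median of compound wells and 100% = S159A mutant with DMSO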
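Test system: mABHD4 protein | Buffer or medium: HEPES pH 7.0 buffer, 150 mM NaCl, 0.01% Pluronic F-127 | Probe or stimulus: FP-Rh fluorescent activity-based probe, added after compound pre-incubation | Timing: Pre-incubation 45 min, probe exposure 60 min, at 25 °C | Technique: Fluorescence polarization, excitation 525 nm, emission 598 nm, BODIPY TMR filters | Repeats: Single well per compound (singlicate)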
DDE Tn7 FP inh = inhibitors of Tn7 peptide binding to fibrin DD(E), primary screen, biochemical, fluorescence polarization, human fibrin, Tn7 probe; Fibrinogen beta chain (Homo sapiens), P02675; AID 720508, 2013; inhibition, % at 8.3 µM; FP displacement of FITC-Tn7 peptide from fibrin DD(E); 0% = median of compound wells per plate; hit rate 0.13% among 370,000;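 active = inhibition above the mean of compounds falling within the control limits plus 3 SD of them, cut at about 14% in these data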;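 note: 0% = plate median of compound wells and 100% = 10 µM Aha-Tn7 peptide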
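Assay system: Human fibrin DD(E) protein | Medium: Tris buffer with calcium and detergent, pH 7.8 | Reagent: 0.1 µM fluorescent Tn7 | Compound dosing: Single point at 8.3 µM | Times: 10 min preincubation, 3 h with tracer, room temperature | Detection: Fluorescence polarization of the labelled Tn7 tracer | Controls: Aha-Tn7 high control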
SIAE primary = human SIAE inhibitors, primary screen, biochemical, fluorescence polarization, FP-Rh probe, 1536-well HTS. inhibition, % at 9.66 µM. SIAE FP-Rh probe binding. Sialate O-acetylesterase (Homo sapiens), Q9HAT2. hit rate 0.69% among 370,000. AID 1053197, 2014;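 active = inhibition above a cutoff: mean of compounds within the control limits plus 3 SD of those, cut at about 17% in these data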;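 note: 0% = plate median of compound wells and 100% = probe without SIAE protein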
PG9 binder = binders of HIV-1 gp120 antibody PG9, primary screen, biochemical, TR-FRET. AID 624416, 2012. TR-FRET gp120-PG9 antibody binding. HIV-1 gp120 / PG9 antibody interaction. inhibition, % at 6.7 µM. hit rate 0.43% among 360,000; in the data active = inhibition above about 8.5%
PRMT1 inh = PRMT1 methyltransferase inhibitors, primary screen, biochemical, fluorescence polarization | Protein arginine N-methyltransferase 1 (Homo sapiens), Q99873 | recombinant PRMT1, activity-based probe fluorescence polarization | inhibition, % at 2.79 µM | hit rate 1.3% among 370,000 | AID 652257, 2013;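 active = inhibition above about 21% made by adding two undisclosed values, limit read from the data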
Target sequence (Q99873 whole entry, looked up): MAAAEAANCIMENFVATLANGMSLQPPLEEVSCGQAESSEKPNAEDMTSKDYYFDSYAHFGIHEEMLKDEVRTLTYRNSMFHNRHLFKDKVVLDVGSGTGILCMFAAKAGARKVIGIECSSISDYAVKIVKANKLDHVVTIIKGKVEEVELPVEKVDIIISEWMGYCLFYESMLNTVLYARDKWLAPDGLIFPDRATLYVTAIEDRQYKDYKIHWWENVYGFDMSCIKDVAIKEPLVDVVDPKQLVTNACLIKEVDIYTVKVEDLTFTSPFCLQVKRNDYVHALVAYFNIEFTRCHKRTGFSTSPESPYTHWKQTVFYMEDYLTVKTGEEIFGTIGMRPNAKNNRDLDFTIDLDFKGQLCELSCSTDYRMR
TCR CD3 inh = inhibitors of human TCR-CD3 interaction, primary screen, biochemical, fluorescence, TAMRA-labeled TCR probe. inhibition, % at 9.4 µM. hit rate 0.37% among 360,000. AID 651800, 2012. T-cell receptor (TCR); in the data active = inhibition above about 19%;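 note: recombinant mutant TCR 2C K166C tagged with TAMRA read by polarization; 0% = receptor in buffer alone and 100% = receptor with positive control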
* = called active by the depositor; . = not tested or not shown. No enrichment for hits; 4.2% or so of the library scored in one or more.

SMILES	TDP2 absorb	HTRA1 inh	LEDGF integ inh	UHRF1 binding	mABHD4 FP	DDE Tn7 FP inh	SIAE primary	PG9 binder	PRMT1 inh	TCR CD3 inh
Cc1cccc(NC(=O)C(CC(C)C)NC(=O)C2CCC(C)CC2)n1 (configuration not stated)	3	-2	0	10	-5	2	-9	0.0	4	-4
O=C(Cn1cnc2c(nnn2-c2ccccc2)c1=O)N1CCCc2ccccc21	4	3	0	-1	-2	-4	-2	-1.8	-2	7
CCCn1c(SC(C)C(=O)NCC2CCCO2)nc2cc(Cl)ccc2c1=O (configuration not stated)	-3	-5	-1	2	2	-5	-2	0.1	2	14
Cc1ccc(CCNC(=O)C2CCN(S(=O)(=O)c3ccc4c(c3)oc(=O)n4C)CC2)cc1	4	-2	-3	0	0	2	-10	-1.0	0	-7
COc1ccc(/C=N/NC(=O)CCc2n[nH]c(=O)[nH]c2=O)cc1O	2	10	-1	-3	-2	-5	8	-0.9	-1	-1
O=C(NC(=S)N1CCN(CCO)CC1)C12CC3CC(CC(C3)C1)C2	3	7	-1	-1	6	7	9	-1.6	1	2
CCCCc1nc2cc(C(=O)N3CCCCC3CC(=O)OCC)ccc2o1 (configuration not stated)	3	4	-1	0	4	0	-4	1.0	0	7
CC1(C(=O)NS(=O)(=O)c2ccccc2C(F)(F)F)CCN1C(=O)CCC1CCCC1 (configuration not stated)	4	.	2	4	-2	-2	-1	-0.1	6	-4
Cn1nnc2c(C(N)=O)ncn2c1=O	-5	.	2	-1	-4	-5	-2	-0.8	-1	1
NC(=O)c1ccc(Oc2ccc(Cl)cc2)c([N+](=O)[O-])c1	1	1	1	9	3	3	0	-1.7	-1	3
Cc1ccccc1NC(=O)CCNS(=O)(=O)c1ccc2[nH]c(=O)oc2c1	-4	2	1	-1	1	-4	-4	-0.1	0	3
CCCNC(=O)c1ccccc1C(=O)NCCC	0	-2	2	1	9	-2	9	-1.1	1	-4
Cc1cc(NC(=O)/C=C/c2ccc(Cl)cc2)no1	-4	1	2	-3	0	4	-5	1.6	-2	2
CCCc1cc(C(=O)Nc2cc(C)ccc2O)no1	-11	0	-2	1	-2	3	9	2.5	0	-1
C=CCc1cccc2cc(C(=O)Nc3ccc(S(=O)(=O)Nc4nnc(CC)s4)cc3)c(=O)oc12	-4	-6	-1	2	-10	-7	-14	-2.0	3	7
NS(=O)(=O)c1ccc(CCNC(=O)c2ccc(Br)s2)cc1	5	1	1	1	4	-9	4	-1.5	2	5
CC(C)(C)c1ccc(OCC(O)CN2CCCC2)cc1 (configuration not stated)	1	9	0	3	-1	-2	-7	-0.8	1	3
CN(C)c1ccc(C2N3CC4(C)CN2CC(C)(C3)C4O)cc1 (configuration not stated)	1	-3	3	0	9	-6	-5	-1.8	-5	5
c1ccc2sc(Cc3nnc4n3CCCCC4)nc2c1	4	8	-1	-4	3	-3	6	4.2	-5	-7
Cc1cc(C)c2cc(C#N)c(N3CCNCC3)nc2c1	-6	2	7	-6	-4	2	-6	0.6	-3	2
COC(C/C=C\[C@@H](O)COCc1ccccc1)OC	9	9	1	-1	5	-4	0	-2.2	3	6
COCc1nnc(NC(=O)CC(C)C)s1	-9	13	0	-2	0	-10	3	-1.5	1	2
Cc1ccc(/C=N\NC(=O)Cc2noc3ccccc23)cc1	13	-3	-2	1	-1	-1	-4	0.2	1	-5
CC(C)(C)C(=O)C(Cc1ccccc1Cl)n1cncn1 (configuration not stated)	-11	5	5	4	-5	-3	-2	-2.0	2	2
COc1ccc(C(=O)N2CCN(C3CCC(c4ccccc4)CC3)CC2)cc1OC (configuration not stated)	-12	0	2	5	3	-3	7	1.6	-2	-11
Cc1cc(C)n(-c2nc(C(F)(F)F)nc3ccccc23)n1	2	1	-3	-1	-2	5	-3	0.8	0	2
O=C(O)c1cccc(NC(=S)N/N=C/c2c[nH]c3ccccc23)c1	-6	15	3	-5	20	4	10	-4.8	10	3
CCCCNC(=O)N(c1c(N)n(Cc2ccccc2)c(=O)[nH]c1=O)C1CCCC1	-3	7	-2	1	-5	0	6	-2.5	0	0
COc1cc(/C=C2/C(=O)NN(c3ccc(F)cc3)C2=O)cc(Cl)c1O	10	7	-2	0	12	3	6	-17	5	-1
CCCCOC(=O)Nc1sc2c(c1C(=O)OC)CCC2	-16	-6	5	10	-7	-7	-3	1.3	5	-8
O=C(CN1C(=O)c2ccccc2C1=O)Nc1ccccc1C(=O)NC1CCCCC1	-5	2	0	1	0	-4	0	0.0	-2	-2
Cc1cc(O)c(S(=O)(=O)c2ccccc2)c(C)c1NS(=O)(=O)c1ccccc1	-10	-14	-1	2	-7	3	-2	1.6	3	-6
CCCCOc1ccc(C(=O)Nc2ccc(OCC(=O)N3CCOCC3)cc2)cc1	14	3	1	1	-3	-4	7	-1.5	-3	2
CCOC(=O)C1CCN(C(=O)c2cn(C)c(=O)c3cc(OC)c(OC)cc23)CC1	-11	4	1	-2	2	1	-6	-0.4	0	-3
COC(=O)C1=C/CCCN(C(c2ccccc2)c2ccccc2)/C=C\1C(=O)OC	-16	0	2	8	-3	-6	-6	1.1	1	-5
CC1(C(=O)NCc2cccs2)CCN1C(=O)Cc1ccc(Cl)cc1Cl (configuration not stated)	-2	.	-1	-4	3	-6	-4	-1.5	-3	6
O=C(CC(NC(=O)c1ccccc1)c1ccccc1)Nc1ccc(F)c(F)c1 (configuration not stated)	10	-17	2	-2	-8	-5	-14	1.1	0	4
CC(=O)c1ccc(NC(=O)C(C)NCc2ccccc2Cl)cc1 (configuration not stated)	0	-35	0	7	-20	-1	-15	-1.5	2	-3
COc1cccc2c(=O)n(CC(=O)N3CCc4ccccc43)ccc12	6	-1	0	1	-1	-5	12	-1.5	2	8
O=C(CSc1ccc(Cl)cc1)Nc1cccc(-c2nc3ccccc3[nH]2)c1	6	-13	0	2	3	3	-19	5.9	2	-11

Copied from the results shown (nine entries):
SMILES	TDP2 absorb	HTRA1 inh	LEDGF integ inh	UHRF1 binding	mABHD4 FP	DDE Tn7 FP inh	SIAE primary	PG9 binder	PRMT1 inh	TCR CD3 inh
Cc1cc(O)c(S(=O)(=O)c2ccccc2)c(C)c1NS(=O)(=O)c1ccccc1	-10	-14	-1	2	-7	3	-2	1.6	3	-6
CCCCOc1ccc(C(=O)Nc2ccc(OCC(=O)N3CCOCC3)cc2)cc1	14	3	1	1	-3	-4	7	-1.5	-3	2
CCOC(=O)C1CCN(C(=O)c2cn(C)c(=O)c3cc(OC)c(OC)cc23)CC1	-11	4	1	-2	2	1	-6	-0.4	0	-3
COC(=O)C1=C/CCCN(C(c2ccccc2)c2ccccc2)/C=C\1C(=O)OC	-16	0	2	8	-3	-6	-6	1.1	1	-5
CC1(C(=O)NCc2cccs2)CCN1C(=O)Cc1ccc(Cl)cc1Cl (configuration not stated)	-2	.	-1	-4	3	-6	-4	-1.5	-3	6
O=C(CC(NC(=O)c1ccccc1)c1ccccc1)Nc1ccc(F)c(F)c1 (configuration not stated)	10	-17	2	-2	-8	-5	-14	1.1	0	4
CC(=O)c1ccc(NC(=O)C(C)NCc2ccccc2Cl)cc1 (configuration not stated)	0	-35	0	7	-20	-1	-15	-1.5	2	-3
COc1cccc2c(=O)n(CC(=O)N3CCc4ccccc43)ccc12	6	-1	0	1	-1	-5	12	-1.5	2	8
O=C(CSc1ccc(Cl)cc1)Nc1cccc(-c2nc3ccccc3[nH]2)c1	6	-13	0	2	3	3	-19	5.9	2	-11

Copied from the list.
Under DDE Tn7 FP inh, CCOC(=O)C1CCN(C(=O)c2cn(C)c(=O)c3cc(OC)c(OC)cc23)CC1 reads 1
Under LEDGF integ inh, COc1cc(/C=C2/C(=O)NN(c3ccc(F)cc3)C2=O)cc(Cl)c1O reads -2

(list continues)
SMILES	TDP2 absorb	HTRA1 inh	LEDGF integ inh	UHRF1 binding	mABHD4 FP	DDE Tn7 FP inh	SIAE primary	PG9 binder	PRMT1 inh	TCR CD3 inh
Cc1nn(C(C)(C)C)c(OC(=O)c2cccs2)c1Sc1ccccc1	-3	-14	3	-3	-6	10	-3	1.6	3	1
COc1ccccc1N(CC(=O)N/N=C(\C)c1ccccc1O)S(=O)(=O)c1ccc(C)cc1	-7	-14	-1	-2	-4	-5	-7	-3.0	1	27*
CCC1CCCCN1CCNC(=O)C1CCN(S(=O)(=O)c2cccc3nsnc23)CC1 (configuration not stated)	19	3	1	0	3	5	-5	-0.5	2	-1
Cc1cccc(C)c1NC(=S)NN(Cc1ccccc1)c1ccccc1	1	-1	0	-1	-1	1	1	-2.2	-1	6
O=C1c2ccccc2C(c2nnnn2-c2ccc3c(c2)OCCO3)N1Cc1cccs1 (configuration not stated)	12	.	0	-3	4	0	12	0.5	0	6
CC(C)C(c1nnnn1Cc1ccco1)N1CCN(c2cccc(Cl)c2)CC1 (configuration not stated)	-19	-22	1	5	-17	-5	-3	-3.1	-2	-2
COc1ccccc1CNC(=O)c1cc(-c2ccccc2C)n(CC2CC(c3cccc([N+](=O)[O-])c3)=NO2)n1 (configuration not stated)	8	-25	3	0	-3	-4	1	0.9	-4	-2
COC(=O)[C@]12CCCCC=C1N(Cc1ccccc1)C(=O)[C@H](CC(=O)NCc1ccc(OC)c(OC)c1)C2	10	.	2	-2	2	-6	4	0.5	1	4
COc1cc(/C=C/C(=O)OCC(=O)NCCC2=CCCCC2)cc(OC)c1OC	3	1	1	0	-8	-9	-6	-2.8	-1	8

Screens deposited in PubChem BioAssay by The Scripps Research Institute Molecular Screening Center.
